High-throughput results as filed in PubChem BioAssay.
TRPC4 inh = TRPC4 (mouse) channel inhibition | Q9QUQ5 | HEK293 TRPC4beta/mu-opioid, DAMGO-evoked Fluo4 calcium flux; active compounds read low | B-score at 10 µM | hit rate 0.39% among 300,000 | AID 2247;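 active means B-score over 3 SD under the library average, no early fluorescence shift, positive overall ratio signal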
Target sequence (Q9QUQ5 whole entry, looked up): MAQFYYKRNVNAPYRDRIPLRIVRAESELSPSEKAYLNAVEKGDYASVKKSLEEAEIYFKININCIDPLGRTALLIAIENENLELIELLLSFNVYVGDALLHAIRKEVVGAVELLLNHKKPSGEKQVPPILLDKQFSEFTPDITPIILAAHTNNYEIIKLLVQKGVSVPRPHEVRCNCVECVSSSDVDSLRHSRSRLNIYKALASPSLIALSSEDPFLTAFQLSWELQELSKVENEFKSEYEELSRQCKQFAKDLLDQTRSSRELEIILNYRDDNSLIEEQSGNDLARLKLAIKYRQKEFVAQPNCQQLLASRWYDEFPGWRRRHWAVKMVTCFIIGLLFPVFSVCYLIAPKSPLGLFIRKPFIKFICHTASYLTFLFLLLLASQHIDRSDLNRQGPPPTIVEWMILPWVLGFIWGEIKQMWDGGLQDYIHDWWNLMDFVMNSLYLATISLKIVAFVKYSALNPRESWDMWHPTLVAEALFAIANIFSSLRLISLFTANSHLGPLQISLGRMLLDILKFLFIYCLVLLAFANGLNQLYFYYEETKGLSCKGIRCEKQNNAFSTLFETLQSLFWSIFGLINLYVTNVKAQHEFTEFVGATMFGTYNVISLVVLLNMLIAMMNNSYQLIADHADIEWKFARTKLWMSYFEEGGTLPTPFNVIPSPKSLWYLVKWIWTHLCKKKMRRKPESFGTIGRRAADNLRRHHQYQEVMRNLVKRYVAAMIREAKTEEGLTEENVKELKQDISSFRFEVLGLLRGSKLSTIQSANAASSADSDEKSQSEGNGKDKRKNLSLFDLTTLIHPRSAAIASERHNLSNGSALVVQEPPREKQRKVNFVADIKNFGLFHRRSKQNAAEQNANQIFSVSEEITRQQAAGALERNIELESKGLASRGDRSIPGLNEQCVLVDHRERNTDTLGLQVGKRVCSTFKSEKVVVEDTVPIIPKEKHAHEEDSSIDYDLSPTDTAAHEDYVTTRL
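Material: HEK293 cells with stable TRPC4beta plus mu-opioid receptor expression; probe or stimulus: DAMGO in two steps, submaximal then maximal; technique: Fluo4 calcium fluorescence by kinetic imaging, 5 s 1 Hz baseline; measure: integrated fluorescence ratio relative to baseline, converted to per-well B score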
RGS4 inh = inhibitors of human RGS4 | hit rate 0.45% among 310,000 | HEK293 M3R/RGS4 inducible, Fluo-4 calcium flux; active compounds read high; triggered by carbachol at its EC20 | P49798 | AID 463165 | B-score at 10 µM;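 active means B-score, a plate-corrected calcium signal, over three deviations above library mean, with baseline fluorescence within five deviations of library mean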;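 further: RGS4 expression induced by doxycycline in cells with stable M3 receptor; B-score is computed from the integrated fluorescence ratio over baseline after carbachol; higher B-score means a larger calcium signal and so more RGS4 inhibition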
TRPC4 potent = TRPC4 (mouse) allosteric potentiation | B-score at 10 µM | HEK293 TRPC4beta/mu-opioid, DAMGO EC20, Fluo-4 Ca2+ flux; active compounds read high | Q9QUQ5 | hit rate 0.42% among 310,000;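 active means B-score of calcium response area above 5 SD of library B-scores, with initial fluorescence ratio within 5 SD of library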;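 further: B-score of integrated fluorescence ratio over time as area under calcium response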
TRPC4 act = activators of mouse TRPC4 channel | B-score at 10 µM | HEK293 TRPC4beta/mu-opioid, Fluo4 calcium fluorescence; active compounds read high | hit rate 0.49% among 310,000;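 active means B-score above 5 SD of library B-scores, and initial fluorescence ratio not above library mean plus 5 SD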;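 further: positive B-score marks a calcium rise read as TRPC4 activation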
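Assay system: HEK293 stable line with TRPC4beta plus mu-opioid receptor. Times: dye 45 min RT, read 110 s. Measured by: kinetic Fluo4 calcium fluorescence. Measure: B score of integrated ratio. Controls: assay buffer as low control, maximal DAMGO as high control.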
MrgX1 ag = agonists of human MrgX1 receptor; Q96LB2; MrgX1-HEK293 cells, Fluo-4 calcium fluorescence, agonist mode; active compounds read high; B-score at 10 µM; hit rate 0.44% among 310,000;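 active means calcium response B-score plate-corrected fluorescence ratio at least 3 library SD, with starting fluorescence B-score inside 5 SD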
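System: HEK293 cells stably expressing human MrgX1 receptor; Dosing: test compound in the initial addition of three; Schedule: overnight plating, then 30 min 37 °C plus 30 min room-temperature dye loading; Detection: kinetic calcium dye fluorescence, Fluo-4 NW; Controls: per-plate positive and negative controls for Z′ factor.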
TRPC6 act = activators of mouse TRPC6 channel | hit rate 0.13% among 310,000 | HEK293-TRPC6 membrane potential dye fluorescence; active compounds read high | B-score at 10 µM | Q61143;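 active means B-score of the integrated fluorescence ratio above library mean plus 3 SD, and starting fluorescence ratio within library mean plus 5 SD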;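 further: higher score means more depolarization so channel activation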
MrgX1 PAM = human MrgX1 positive allosteric modulation, primary screen; hit rate 0.63% among 310,000; AID 588675; MrgX1-HEK293, Fluo-4 calcium flux, FDSS; active compounds read high; B-score at 10 µM;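 active means plate-corrected calcium response at least 3 library SD above typical, normal starting fluorescence, not activating the receptor alone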;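 further: compound read alongside a low EC10 to EC30 dose of BAM8-22 agonist; peak minus trough fluorescence over baseline measured at the second addition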
MrgX1 antagonist = blocks BAM8-22 activation of human MrgX1 receptor; MRGX1-HEK293 calcium flux, Fluo-4, BAM8-22 antagonism; active compounds read low; AID 588676; hit rate 1.3% among 310,000; B-score at 10 µM; Q96LB2;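 active means calcium-response B-score plate-corrected more than 3 library SD below zero, starting fluorescence within 5 deviations, no agonist response on first addition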;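 further: peak minus trough fluorescence over baseline after final BAM8-22 challenge near maximal dose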
TRPC6 inhibitor = inhibitors of mouse TRPC6 channel; Q61143; HEK293-TRPC6, membrane potential dye, ACh-evoked depolarization; active compounds read low; B-score at 10 µM; hit rate 1.1% among 310,000; AID 2553;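 active means B-score under library mean minus 3 SD, initial fluorescence not abnormally high, positive integrated signal ratio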;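 further: B-score derived from integrated fluorescence ratio over the kinetic read; more negative B-score means stronger inhibition of depolarization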
ANO1 activ = mouse TMEM16A channel activation, primary screen; HEK293 TMEM16A/YFP-H148Q/I152L, iodide quench fluorescence; active compounds read low; Q8BHY3; B-score at 10 µM; AID 623877; hit rate 0.3% among 340,000;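 active means fluorescence-ratio B-score plate-corrected deviation score at least 3 library SD below zero, with starting fluorescence score within 5 deviations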;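 further: channel opened by trigger with iodide after compound preincubation; score built on the fluorescence ratio of max minus min over baseline; more negative score means more quench and so TMEM16A activation or potentiation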
TMEM16A inh = inhibitors of mouse TMEM16A calcium-activated chloride channel; Q8BHY3; HEK293 TMEM16A/YFP iodide influx fluorescence, ionomycin; normalized B-score (activity score, 25-100; higher = stronger inhibition) at 10 µM; hit rate 1.2% among 310,000; AID 588511;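 active means ratio plate-corrected score three or more library SD toward inhibition, starting fluorescence score within five deviations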;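 further: score derived from kinetic fluorescence span divided by baseline fluorescence per well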
Starred values were filed as active, the others as inactive; i = inactive; . = no result given. The order is random; overall some 5.8% were active at least once.

Below each SMILES: TRPC4 potent	TRPC6 act	TRPC4 inh	MrgX1 ag	TMEM16A inh	TRPC4 act	RGS4 inh	MrgX1 antagonist	TRPC6 inhibitor	ANO1 activ	MrgX1 PAM
- O=C(CN(C(=O)CCC(=O)Nc1nccs1)c1cccc(F)c1)NCCc1ccccc1
    i	i	i	i	i	i	i	i	i	i	i
- CS(=O)(=O)N1N=C(c2ccc(Br)cc2)CC1c1ccc2c(c1)OCO2 (configuration not stated)
    i	i	i	i	i	i	i	i	i	i	i
- CCCN1CCN(C(=S)NCc2ccc(Cl)cc2)CC1
    22*	i	i	i	i	i	i	i	i	i	i
- N#CCCN(C(=O)COC(=O)CNC(=O)c1ccc(-c2ccccc2)cc1)c1ccc(F)cc1
    i	i	i	i	i	i	i	i	i	i	i
- NNC(=O)c1nc(Cl)c(Cl)c(N)c1Cl
    i	i	i	i	i	i	i	i	i	i	i
- O=C1C2C3C=CC(C3)C2C(=O)N1c1cccc(N2C(=O)C3C4C=CC(C4)C3C2=O)n1 (configuration not stated)
    i	i	i	i	i	i	i	i	i	i	i
- O=C(CNS(=O)(=O)c1ccc(Br)s1)N1CCN(C(=O)c2ccco2)CC1
    i	i	i	i	i	i	i	i	i	i	i
- Cc1c(Cl)cccc1NC(=S)NCCC(C)C
    i	i	i	i	i	i	i	i	i	i	i
- O=C(Cn1c(=O)[nH]c2ccsc2c1=O)NC1CCCCCC1
    i	i	i	i	i	i	i	i	i	i	i
- O=C(Nc1cccc(NC(=O)c2ccco2)c1)c1ccc([N+](=O)[O-])cc1
    i	i	i	i	i	i	i	i	i	i	i
- CC(=O)N1CCOc2ccc(S(=O)(=O)N3CCC(C(=O)Nc4cc(C)cc(C)c4)CC3)cc21
    i	i	i	i	i	i	i	i	i	i	i
- O=c1ccc(-c2ccccc2)no1
    i	i	i	i	i	i	i	i	i	i	i
- CCOC(=O)C1CCN(S(=O)(=O)c2ccc(Cl)cc2OC)CC1
    i	i	i	i	i	i	i	i	i	i	i
- COc1ccc(C)cc1S(=O)(=O)NC1CCCCCC1
    i	i	i	i	i	i	i	i	i	i	i
- Cc1cc(C)n(CC(O)CN2c3ccccc3Sc3ccccc32)n1 (configuration not stated)
    i	i	i	i	i	i	i	i	i	i	i
- CCc1cc2c(=O)[nH]c(N3CCCC3)nc2s1
    i	i	i	i	i	i	i	i	i	i	i
- CCOC(=O)c1c(NC(=O)/C=C/c2ccco2)sc(C)c1C
    i	i	i	i	i	i	i	i	i	i	i
- NC(=O)c1ccsc1NC(=O)CS(=O)(=O)c1ccccc1
    i	i	i	i	i	i	i	i	i	i	i
- COC(=O)c1sccc1NC(=O)c1ccccc1F
    i	i	i	i	i	i	i	i	-6.3*	i	i
- COc1cccc(-c2cc(C(F)(F)F)n3nc(C(=O)N4CCCCC4c4cccnc4)cc3n2)c1 (configuration not stated)
    i	i	i	i	25*	i	i	i	i	i	i
- CC(=O)N1N=C(c2cccc(NS(C)(=O)=O)c2)CC1c1ccc2c(c1)OCO2 (configuration not stated)
    i	i	i	i	i	i	i	i	i	i	i
- Cc1ccc(C(=O)O)cc1-n1c(C)cc(C=O)c1C
    i	i	i	i	i	i	i	i	i	i	i
- CCN(c1cccc(C)c1)S(=O)(=O)c1ccc(-c2ccc(=O)[nH]n2)o1
    i	i	i	i	i	i	i	i	i	i	i
- O=CC1=C(N2CCOCC2)/C(=C\c2ccccc2)CC1
    i	i	i	i	i	i	i	i	i	i	i
- O=C(Nc1ccc2ccccc2c1)c1ccccc1F
    i	i	i	i	i	i	i	i	i	i	i
- CCCCC(Sc1nc(N)c(NC(=O)c2ccco2)c(=O)[nH]1)C(=O)O (configuration not stated)
    i	i	i	i	i	i	i	i	i	i	i
- O=C(c1ccc(F)cc1Cl)N1CCN(S(=O)(=O)c2cccs2)CC1
    i	i	i	i	i	i	i	i	i	i	i
- CC(C)C(=O)Nc1cc2c3c(c1)CCN3C(=O)CC2
    i	i	i	i	i	i	i	i	i	i	i
- CC(C)C(=O)Nc1cccc(NC(=O)c2ccc(Cl)cc2Cl)c1
    i	i	i	i	i	i	i	i	i	i	i
- CCNc1nc(CN2CCOCC2)nc2sc3c(c12)CCC3
    i	i	i	i	i	i	i	i	i	i	i
- CC(=O)N(c1nnc(-c2cccc(C)c2)s1)C1CCCC1
    i	i	i	i	i	i	i	i	i	i	i
- CCNC(=O)C(=O)NCC(c1cccs1)S(=O)(=O)c1ccc(C)cc1 (configuration not stated)
    i	i	i	i	i	i	i	i	i	i	i
- Cc1ccc(NC(=O)CSc2nnc(-c3ccccc3Br)o2)cc1C
    i	i	i	i	i	i	i	i	i	i	i
- CCSc1ccccc1C(=O)NC1CCCCC1
    i	i	i	i	i	i	i	i	i	i	i
- COc1ccc(CN(Cc2ccc(C(=O)O)cc2)C(=S)Nc2ccc(C)cc2)cc1OC
    i	i	i	i	i	i	i	i	i	i	i
- O=S(=O)(NCC(c1cccnc1)N1CCOCC1)c1cccs1 (configuration not stated)
    i	i	i	i	i	i	i	i	i	i	i
- Cc1nc(N2CCCCC2)nc(N2CCCCC2)c1C=O
    i	i	i	i	i	i	i	i	i	i	i
- O=C1CC2CS(=O)(=O)CC2N1C1CCCCC1 (configuration not stated)
    i	i	i	i	i	i	i	i	i	i	i
- CN(CC(=O)Nc1ccccc1Cl)C(=O)COC(=O)C1CCN(c2ccc(C(F)(F)F)cn2)CC1
    i	i	i	i	i	i	i	i	i	i	i
- Cc1ccc(S(=O)(=O)N2CCCCC2)cc1C(=O)N(C)CC(=O)Nc1cccc(F)c1
    i	i	i	i	i	i	i	i	i	i	i
- COc1ccccc1N1CCN(CC(=O)N2CCCC2)CC1
    i	i	i	i	i	i	i	i	i	i	i
- COc1ccc(CCNC(=O)c2cc(S(=O)(=O)N(C)C)ccc2N2CCCC2)cc1OC
    i	i	i	i	i	i	i	i	i	i	i
- COC(=O)CCC(=O)OC1(C)C(=O)C2=CN(CCc3ccccn3)C(c3ccc(OC)cc3)=CC2=C(Br)C1=O (configuration not stated)
    i	i	i	i	i	i	i	i	i	i	i
- Cc1ccc2c(c1)C1CN(C)CCC1N2C(=O)c1ccccc1NS(=O)(=O)c1ccc(F)cc1C (configuration not stated)
    i	i	i	i	i	i	i	i	i	i	i
- Nc1cc(N)nc(SCc2ccc(Cl)cc2)n1
    i	i	i	i	i	i	i	i	i	i	i
- COc1ccc(S(=O)(=O)NCCCn2ccnc2)cc1Cl
    i	i	i	i	i	i	i	i	i	i	i
- CC1(c2ccc(Cl)cc2)NC(=S)N2C1NC(=S)N2c1ccccc1 (configuration not stated)
    i	i	i	i	i	i	i	i	i	i	i
- Cc1ccccc1-c1nnn(CC(=O)Nc2ccc3c(c2)OCCO3)n1
    i	i	i	i	i	i	i	i	i	i	i
- OCCN1CCN(c2ncnc3c2sc2nc(N4CCOCC4)c4c(c23)CCC4)CC1
    i	i	i	i	i	i	i	i	i	i	i
- O=C(Nc1ccc(S(=O)(=O)Nc2nccs2)cc1)c1ccc(F)cc1
    i	i	i	i	i	i	i	i	i	i	i
- COC(=O)c1cc(S(=O)(=O)n2nc(C)cc2C)c(Cl)cc1Cl
    i	i	i	i	i	i	i	i	i	.	i
- CCCCC(=O)N/N=C(/C)C1=C(C)C(C)(C)OC1=O
    i	i	i	i	i	i	i	i	i	i	i
- CC(C)(C)n1cnc2cc(NCc3ccccc3O)ccc21
    i	i	i	i	i	i	i	i	i	i	i
- COc1ccc(NC(=O)c2nn(C)c(=O)c3ccccc23)cc1S(=O)(=O)Nc1ccccc1Cl
    i	i	i	i	i	i	i	i	i	i	i
- CCOc1cc(C(=O)Nc2ccc(S(=O)(=O)NC3=NCCCCC3)cc2)cc(OCC)c1OCC
    i	i	i	i	i	i	i	i	i	i	i
- Cc1c(C)c(C)c(CN2CCSCC2)c(C)c1C
    i	i	i	i	i	i	i	i	i	i	i
- COCCSc1nnc(NC(=O)c2ccc([N+](=O)[O-])cc2)s1
    i	i	i	i	i	i	i	i	i	i	i
- Cc1nn2c(=O)cc(CSc3nc4ccccc4[nH]3)nc2s1
    i	i	i	i	i	i	i	i	i	i	i
- O=C(CSc1nnc(CCCN2C(=O)c3cccc4cccc(c34)C2=O)n1-c1ccccc1)NCCCN1CCOCC1
    i	i	i	i	i	i	i	i	i	i	i
- CN(C)c1oc(-c2ccc(Cl)cc2)nc1S(=O)(=O)c1ccccc1
    i	i	i	i	i	i	i	i	i	i	i

The list continues.
Below each SMILES: TRPC4 potent	TRPC6 act	TRPC4 inh	MrgX1 ag	TMEM16A inh	TRPC4 act	RGS4 inh	MrgX1 antagonist	TRPC6 inhibitor	ANO1 activ	MrgX1 PAM
- CC(C)Oc1ccc(CNC(=O)CCCN2C(=O)C(c3ccccc3)Oc3cccnc32)cc1 (configuration not stated)
    i	i	i	i	i	i	i	i	i	i	i
- Cc1nc2ccccc2n1CC(=O)OCC(=O)Nc1ccc2c(c1)OCCO2
    i	i	i	i	i	i	i	i	i	i	i
- S=C(c1ccccc1)N1CCCC1
    i	i	i	i	i	i	i	i	i	i	i
- COc1cc(NC(=O)CCc2nnc3ccc(NCc4ccco4)nn23)cc(OC)c1
    i	i	i	i	i	i	i	i	i	i	i
- CS(=O)(=O)c1ccc(Cl)c(S(=O)(=O)NCc2ccccc2)c1
    i	i	i	i	i	i	i	i	i	i	i
- COc1cc(C2N(c3ccc(Cl)c(Cl)c3)C(=O)C3CCCN32)cc(OC)c1OC (configuration not stated)
    i	i	i	i	i	81*	i	i	i	i	i
- CC(C)c1ccccc1OCC(=O)Nc1ccc2[nH]ncc2c1
    i	i	i	i	i	i	i	i	i	i	i
- Cc1ccc(S(=O)(=O)N(C)Cc2nc(-c3ccc(Br)cc3)no2)cc1
    i	i	i	i	i	i	i	i	i	i	i
- O=C(O)c1ccc(N/N=C/c2cc3c(cc2[N+](=O)[O-])OCO3)cc1
    i	i	i	i	i	i	i	i	i	i	i
- COc1ccc(S(=O)(=O)NC(CC(=O)NCCc2ccccc2)c2ccco2)cc1 (configuration not stated)
    i	i	i	i	i	i	i	i	i	i	i
